PMI activator – phosphomannose isomerase (human) activation | actives 0.005% (n = 190,000) | AID 1214 | activation factor at 20 µM | purified human PMI, coupled resazurin fluorescence, 20 min; hits give high values; 1 = vehicle control, 0 substrate-free wells;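 active = activation factor of 2 or more at 20 µM, relative to plate controls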
Target sequence (P34949 whole entry, looked up): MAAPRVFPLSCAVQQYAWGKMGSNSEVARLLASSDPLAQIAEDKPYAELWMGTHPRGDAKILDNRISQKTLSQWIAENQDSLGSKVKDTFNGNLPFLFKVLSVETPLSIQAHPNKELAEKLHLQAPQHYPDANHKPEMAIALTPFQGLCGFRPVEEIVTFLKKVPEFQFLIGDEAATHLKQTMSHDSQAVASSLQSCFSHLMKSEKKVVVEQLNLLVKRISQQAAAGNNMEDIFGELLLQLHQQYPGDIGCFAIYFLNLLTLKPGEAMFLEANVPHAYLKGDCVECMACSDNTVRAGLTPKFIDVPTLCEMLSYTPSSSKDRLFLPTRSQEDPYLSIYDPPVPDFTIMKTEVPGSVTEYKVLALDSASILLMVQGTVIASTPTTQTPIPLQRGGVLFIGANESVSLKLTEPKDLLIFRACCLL
PPARg SRC1 recr – promotes SRC-1 coactivator recruitment by human PPARgamma | AID 631 | PPARgamma-SRC-1 coactivator recruitment biochemical assay | actives 0.41% (n = 200,000) | activation, % at 8 µM | P37231; in the data active = activation above about 19%;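 note: 0% = DMSO and 100% = reference agonist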
Target sequence (P37231 whole entry, looked up): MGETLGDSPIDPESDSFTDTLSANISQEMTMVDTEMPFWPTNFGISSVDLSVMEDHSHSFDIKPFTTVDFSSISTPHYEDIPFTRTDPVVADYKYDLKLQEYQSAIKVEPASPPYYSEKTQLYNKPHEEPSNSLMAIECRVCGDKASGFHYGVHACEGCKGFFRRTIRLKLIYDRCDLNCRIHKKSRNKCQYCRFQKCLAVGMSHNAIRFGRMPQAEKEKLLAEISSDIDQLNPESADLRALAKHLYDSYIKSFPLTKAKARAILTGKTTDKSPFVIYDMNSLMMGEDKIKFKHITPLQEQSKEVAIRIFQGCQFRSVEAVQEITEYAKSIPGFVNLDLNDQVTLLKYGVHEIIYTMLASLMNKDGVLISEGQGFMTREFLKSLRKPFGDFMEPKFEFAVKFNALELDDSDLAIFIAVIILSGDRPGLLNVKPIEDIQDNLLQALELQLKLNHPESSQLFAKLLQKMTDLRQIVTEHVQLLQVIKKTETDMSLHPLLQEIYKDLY
Diaphorase act – diaphorase activation or chemical reduction counter-screen | Diaphorase/resazurin coupled assay, resorufin fluorescence, 16 min; hits give high values; 1 = vehicle wells, 0 = NADH-free wells | activation factor at 20 µM | actives 0.005% (n = 190,000);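 active = diaphorase activity raised at least twofold by the compound at 20 µM; inactive = activation factor below 2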
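Test system: Clostridium kluyveri diaphorase, purified enzyme; input: enzyme 0.07 U/mL final; buffer or medium: 50 mM HEPES pH 7.4 with 4.542 mM MgCl2, 0.005% Tween 20; also added: 0.114 mM NADH and 0.1 mM resazurin, final amounts; schedule: 16 min enzyme reaction, ambient temperature; technique: fluorescence of resorufin, 544 nm excitation, 590 nm emission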
Diaphorase inh – inhibits diaphorase or chemically oxidizes, flagging diaphorase assay artifacts; diaphorase resazurin-to-resorufin fluorescence, NADH, 16 min; bacterial (C. kluyveri) enzyme, not human; actives 0.69% (n = 190,000); inhibition, % at 20 µM;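 active = primary screen inhibition at 20 µM above a set limit, cut at about 50% in these data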;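 note: plate controls were DMSO with full reaction for no effect and wells lacking NADH for full effect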
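Assay system – diaphorase enzyme from Clostridium kluyveri · Amount – diaphorase 0.14 U/mL (working solution) · Times – reaction incubation of 16 min at room temperature · Controls – No-NADH positive control and DMSO neutral control · Signal – resorufin fluorescence 544/590 nm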
PMI act hi M6P – activators of human phosphomannose isomerase at near-saturating mannose 6-phosphate. coupled PMI enzyme assay, resazurin fluorescence, 20 min; hits give high values; 1 = untreated enzyme, 0 = substrate-free blank. activation factor at 20 µM. actives 0.34% (n = 190,000);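 active = activation factor of 2 or more at 20 µM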
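Material: human phosphomannose isomerase with PGI, G6PDH, diaphorase coupling enzymes / Reagent: Man-6-P substrate 1.0 mM / Dosing: single compound dose of 20 µM, 1% DMSO final / Incubation: enzyme reaction with compound 20 min at room temperature / Signal: resorufin fluorescence (Ex 544/Em 590 nm) from resazurin via diaphorase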
PPARg SRC-3 ag – PPARgamma-driven SRC-3 recruitment agonism. biochemical PPARgamma/SRC-3 coactivator recruitment assay. activation, % at 8 µM. actives 0.26% (n = 200,000); in the data active = activation above about 23%;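 note: 0% = DMSO and 100% = reference agonist; some compounds past the cut are filed as inactive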
PPARg SRC-2 ag – PPARgamma-driven SRC-2 recruitment agonism; actives 0.34% (n = 200,000); P37231; PPARgamma LBD-SRC-2 recruitment, biochemical; activation, % at 8 µM; in the data active = activation above about 22%;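 note: 0% = vehicle and 100% = reference agonist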
G6PDH counter – L. mesenteroides G6PDH inhibition counter-screen. inhibition, % at 5 µM. AID 1020. actives 0.12% (n = 200,000). Purified L. mesenteroides G6PDH, diaphorase/resazurin coupled fluorescence, 45 min; in the data active = inhibition above about 50%
S1P3 antag – blocks the human S1P3 receptor | inhibition, % at 4.98 µM | actives 0.27% (n = 170,000) | CHO S1P3 NFAT-BLA reporter, FRET fluorescence, antagonist mode | AID 485 | Q99500;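 active = inhibition above the plate cutoff, the mean inhibition of test wells on that plate plus 3 SD, cut at about 28% in these data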;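 note: cells challenged with S1P at its EC80 of 0.8 µM; blue over green emission ratio from cleaved BLA substrate after 4 h stimulation; 0% = S1P-stimulated wells and 100% = unstimulated DMSO-only wells; some compounds past the cut are filed as inactive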
TR-FRET SRC-2 ct – flags TR-FRET format artefacts in PPARgamma SRC-2 recruitment agonist screen; TR-FRET artefact counter-screen; hits give high values; TR-FRET ratio at 8 µM; actives 0.4% (n = 200,000); AID 1049; in the data active = TR-FRET ratio above about 2000; note: inactives centre near 1500
ROMK mod – human ROMK K+ channel modulation, primary screen; Tet-inducible ROMK, thallium flux fluorescence; actives lie on both sides; P48048; B-score at 10 µM; AID 1918; actives 2% (n = 130,000);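 active = signal ratio slope over the read window, or its plate-corrected B-score, at least 3 SD from the plate mean, either direction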;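 note: B-score of the F/F0 ratio slope over 7 to 12 s after thallium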
Active calls of the source: *; · = not tested or not shown.

SMILES	PMI activator	PPARg SRC1 recr	Diaphorase act	Diaphorase inh	PMI act hi M6P	PPARg SRC-3 ag	PPARg SRC-2 ag	G6PDH counter	S1P3 antag	TR-FRET SRC-2 ct	ROMK mod
O=C(CSc1cccc2cccnc12)Nc1cccc(S(=O)(=O)N2CCOCC2)c1	1	3	0.9	9	1	3	-9	1	-4	1532	-1.3
Cc1ccnn1CCC(=O)N1CCCC(CCC(=O)NCc2ccccc2F)C1 (stereo not given)	1	4	0.9	7	1	5	1	6	-3	1631	-0.4
O=C(Nc1nc2ccc(C(=O)N3CCCCC3)cc2s1)C1CCCCC1	1	5	0.8	20	1	1	-6	11	3	1696	1.4
CC(C)CC(/C(O)=C(\C#N)c1nc2ccccc2[nH]1)N1C(=O)c2ccccc2C1=O (stereo not given)	0.9	-1	0.9	14	0.9	4	8	1	-3	1612	-0.29
Cc1ccc(-c2cc3nc(-c4ccccc4)cc(N4CCC5(CC4)OCCO5)n3n2)cc1	0.9	-6	0.9	11	0.9	21	5	3	·	1650	0
O=c1sc2ccccc2c(N2CCN(c3ccccc3)CC2)c1[N+](=O)[O-]	1.1	-4	1	0	1.1	0	6	10	-15	1580	1.6
COCCNC(=O)CN1CCC(NC(=O)Nc2ccccc2)CC1	1	-1	0.9	12	1	-8	-2	-4	12	1726	1.1
Cc1ccc(OCC(=O)N/N=C\c2cccs2)c([N+](=O)[O-])c1	0.9	6	0.8	19	1	0	1	7	-16	1488	0.51
CCCC[n+]1ccn(C2=C([O-])c3ccccc3C(=O)/C2=N\S(=O)(=O)c2ccccc2)c1	0.9	-7	0.9	12	0.5	0	3	56*	·	1536	·
COc1ccc(/C=C/C2=NNC(=O)CC2)cc1	1.2	-4	1.1	-13	1.2	0	1	3	1	1440	-1
CCOC(=O)CC1C(=O)NCCN1C(=O)COc1ccc(Br)cc1C (stereo not given)	0.9	2	0.9	13	1	-7	6	-3	-25	1565	0.27
Cc1cc(C)n(-c2ccc(C(=O)OCC(=O)Nc3ccc([N+](=O)[O-])cc3)cc2)n1	0.8	2	0.9	14	0.9	0	12	20	3	1758	-0.97
O=c1[nH]c(Cc2ccccc2)nc2scc(-c3ccccc3)c12	1.1	5	0.9	8	1.1	3	7	5	·	1465	-0.22
O=C(O)c1ccc(N2CC3CC(C2)c2cccc(=O)n2C3)c(NC(=S)Nc2ccc(Br)cc2)c1 (stereo not given)	0.6	-3	0.8	15	1	0	13	4	19	1772	·
CC(=O)c1ccccc1Oc1nc(CN2CCOCC2)nc2scc(-c3cccs3)c12	1.1	2	0.9	13	1.2	-5	5	11	21	1463	·
Cc1sc2nc(CN(Cc3cccs3)C(=O)NC3CCCCC3)[nH]c(=O)c2c1C	1	-1	0.9	6	1	8	8	4	-9	1624	·
CC(C)C(C(=O)Nc1nccs1)N1C(=O)c2ccccc2C1=O (stereo not given)	1	3	0.9	8	1	6	-1	13	11	1508	-0.1
Fc1cccc2sc(N3CCCCC3)nc12	1	0	0.9	10	1	-11	-6	-16	18	1529	0.62
CN(CC1COc2ccccc2O1)C(=O)c1ccc(N(C)C)cc1 (stereo not given)	0.9	-1	0.9	12	0.8	5	-3	11	-15	1546	0.2
O=C(c1cc2ccccc2o1)N1CCN=C1SCc1cccc(F)c1	0.9	2	0.7	32	0.9	10	-4	-3	-3	1629	·
Cc1ccc(CSc2nc3[nH]ncc3c(=O)[nH]2)cc1	0.9	0	0.8	20	0.8	-3	-3	9	9	1471	·
CCOC(=O)CNC(c1ccccc1)c1cc(Br)ccc1NC(C)=O (stereo not given)	0.9	1	0.9	12	1	1	0	13	-17	1608	·
COc1ccc(C2C3=C(CCCC3=O)Nc3nc(C(F)(F)F)nn32)cc1OC (stereo not given)	0.9	9	1	2	0.9	3	6	9	17	1613	·
Cc1ccc(NC(=O)C2CCCN2C(=O)NC2CCCCC2)cc1C (stereo not given)	1	10	0.9	7	1	5	10	12	-2	1653	-0.095
Cc1csc(Sc2ccc(C(=O)OCC(=O)Nc3ccc(OC(F)(F)F)cc3)cc2[N+](=O)[O-])n1	0.7	6	0.8	20	0.9	-1	13	8	4	1600	-0.67
NC(=O)CSc1nc2c(sc3ccccc32)c(=O)n1CCCN1CCOCC1	1	0	0.9	8	1.1	3	12	0	-49	1565	-0.35
Cc1noc(NS(=O)(=O)c2ccc(NC(=O)c3ccc(Br)o3)cc2)c1C	1.1	3	1	3	1.1	-3	6	2	-22	1716	0.32
CCCCCCCCSc1nnc(CSc2nc3nc(C)cc(C)n3n2)o1	1	0	0.8	18	1	-5	-8	-14	·	1522	·
COC(=O)c1c(C)[nH]c(C)c1-c1ccc(C)cc1	0.9	-3	0.8	18	1	-1	4	-1	·	1547	0.0098
CCCCNC(=O)CC(C(=O)N1CCc2ccccc21)n1ccnc1 (stereo not given)	1.1	5	1	-5	1.1	-2	-5	0	·	1460	-0.088
O=C(NC1CCCC1)c1cc(-c2cccs2)on1	1	4	0.9	10	1	-5	0	0	12	1570	·
Cc1c(NC(=O)CN2CCN(c3cccc(Cl)c3)CC2)c(=O)n(-c2ccccc2)n1C	1.1	0	0.9	7	1	4	-9	4	-12	1292	-0.38
CC(C)Cc1nc(N2CCOCC2)c(C#N)c2c1CCC2	1	4	0.9	12	0.9	-11	-10	1	·	1376	-2.6
Cc1cc(S(=O)(=O)Nc2ccc(C(=O)N3CCN(C(=O)c4ccco4)CC3)cc2)ccc1F	0.9	2	0.9	14	1	2	1	1	·	1544	0.47
CC(/C=C/c1ccco1)=N\NC(=O)COc1ccc(C)c(C)c1	1.2	-2	1	0	1.1	-2	5	13	-7	1275	0.92
CC1=C(C(=O)OC(C)C)C(c2ccccc2)NC(=S)N1C (stereo not given)	0.8	1	0.9	12	0.9	-2	-1	7	8	1553	1.1
COc1ccccc1Oc1nc(-c2ccccc2)cc(C)c1S(C)(=O)=O	0.9	3	0.9	13	0.9	-3	5	-1	·	1450	·
O=C(NN1CCCCC1)c1cccc2ccccc12	1.1	6	1.1	-7	1.1	8	5	-1	-4	1634	1.3
Cc1ccc(C(=O)N/C(=C\c2ccc(-c3ccc(Cl)cc3)o2)C(=O)NCCCN(C)C)cc1	1	2	1.2	-21	1	2	11	3	-2	1410	-2.8
O=C1CCCC2=C1C(c1ccc(Cl)cc1)n1c(s/c(=C\c3ccc4ccncc4c3)c1=O)=N2 (stereo not given)	0.9	0	0.9	10	0.9	5	-2	-18	14	1512	·
CCC(=O)NC(NC(=S)Nc1ccc(S(N)(=O)=O)cc1)C(Cl)(Cl)Cl (stereo not given)	0.8	-5	0.9	14	0.9	5	-4	12	-6	1766	·
CCCn1c(=N)n(CC(=O)C(C)(C)C)c2ccccc21	1.1	13	1.1	-5	1.2	0	5	-2	-12	1816	·
FC(F)(F)c1ccc(Cl)c(NC(=S)N/N=C/c2ccccc2C(F)(F)F)c1	1	-4	0.9	10	0.9	0	-12	14	-12	1505	0.63
NC(=O)C1CCCN(C(=O)NC2CCCCC2)C1 (stereo not given)	1	-1	0.9	6	1	0	5	10	·	1344	·
C=CCn1c(P(=O)(O)c2ccccc2)nc2ccccc21	1.1	5	1	1	1.2	4	3	16	·	1400	·
O=C(O)C1Cc2ccccc2CN1C(=O)CCl (stereo not given)	1.2	3	0.9	15	1	1	3	4	-17	1539	0.62
CC[C@H](C)[C@H](NC(N)=O)C(=O)OCC(=O)NCc1ccc(Cl)cc1	1	0	0.9	9	1	1	9	2	1	1565	0.35

Already shown: twelve of the compounds above.
SMILES	PMI activator	PPARg SRC1 recr	Diaphorase act	Diaphorase inh	PMI act hi M6P	PPARg SRC-3 ag	PPARg SRC-2 ag	G6PDH counter	S1P3 antag	TR-FRET SRC-2 ct	ROMK mod
CC1=C(C(=O)OC(C)C)C(c2ccccc2)NC(=S)N1C (stereo not given)	0.8	1	0.9	12	0.9	-2	-1	7	8	1553	1.1
COc1ccccc1Oc1nc(-c2ccccc2)cc(C)c1S(C)(=O)=O	0.9	3	0.9	13	0.9	-3	5	-1	·	1450	·
O=C(NN1CCCCC1)c1cccc2ccccc12	1.1	6	1.1	-7	1.1	8	5	-1	-4	1634	1.3
Cc1ccc(C(=O)N/C(=C\c2ccc(-c3ccc(Cl)cc3)o2)C(=O)NCCCN(C)C)cc1	1	2	1.2	-21	1	2	11	3	-2	1410	-2.8
O=C1CCCC2=C1C(c1ccc(Cl)cc1)n1c(s/c(=C\c3ccc4ccncc4c3)c1=O)=N2 (stereo not given)	0.9	0	0.9	10	0.9	5	-2	-18	14	1512	·
CCC(=O)NC(NC(=S)Nc1ccc(S(N)(=O)=O)cc1)C(Cl)(Cl)Cl (stereo not given)	0.8	-5	0.9	14	0.9	5	-4	12	-6	1766	·
CCCn1c(=N)n(CC(=O)C(C)(C)C)c2ccccc21	1.1	13	1.1	-5	1.2	0	5	-2	-12	1816	·
FC(F)(F)c1ccc(Cl)c(NC(=S)N/N=C/c2ccccc2C(F)(F)F)c1	1	-4	0.9	10	0.9	0	-12	14	-12	1505	0.63
NC(=O)C1CCCN(C(=O)NC2CCCCC2)C1 (stereo not given)	1	-1	0.9	6	1	0	5	10	·	1344	·
C=CCn1c(P(=O)(O)c2ccccc2)nc2ccccc21	1.1	5	1	1	1.2	4	3	16	·	1400	·
O=C(O)C1Cc2ccccc2CN1C(=O)CCl (stereo not given)	1.2	3	0.9	15	1	1	3	4	-17	1539	0.62
CC[C@H](C)[C@H](NC(N)=O)C(=O)OCC(=O)NCc1ccc(Cl)cc1	1	0	0.9	9	1	1	9	2	1	1565	0.35

High-throughput results from PubChem BioAssay.
